# Screening data as filed in PubChem BioAssay.
# HP1b binding inh: inhibitors of HP1-beta chromodomain binding to methylated histone tails; AlphaScreen HP1-beta / biotin-H3K9me3 peptide binding; Potency, µM (top dose mostly 114 µM), for inactives: top-dose activity change, negative = inhibition, actives largely listed as inhibitors; AID 540317; hit rate 0.56% among 390,000; also: potency is read from the fitted curve at half-maximal effect; nearly all actives have a fitted effect of over 70% in size; inactives centre near 23
#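 Compound inhibition of the preformed complex between 50 nM HP1-beta and 50 nM biotinylated H3K9me3 peptide was read by AlphaScreen. Buffer was PBS pH 7.4 with 0.01% Tween-20. Incubations ran 30 min at room temperature, with 10 ug/mL donor/acceptor beads.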
# G9a inh: blocks human histone lysine methyltransferase G9a. Q96KQ7. G9a H3K9 monomethylation, AlphaScreen, 2 h. Potency, µM (top dose mostly 102 µM), for inactives: at the top dose activity, negative = inhibition, hits mostly inhibitors. hit rate 8.8% among 350,000; also: potency is read from the fitted curve at half-maximal effect; % is scaled to controls: 0 for no effect and ±100 for the full control effect; nearly all actives have a fitted effect of over 75% in size
#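 Signal arises when biotinylated H3K9 peptide, once monomethylated, bridges streptavidin donor and antibody-captured acceptor beads. Enzyme at 20 nM was preincubated 15 min with test compounds; peptide 500 nM and SAM 20 uM then reacted for 2 h.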
# GLS inh: inhibitors of human glutaminase (GLS) | O94925 | GLS enzymatic activity, qHTS titration | Potency, µM (titrated, usually from 45.5 µM), for inactives: top-dose activity change, negative = inhibition, actives largely listed as inhibitors | hit rate 0.21% among 410,000 | AID 624170; also: potency is read from the fitted curve at half-maximal effect; % is scaled to controls: 0 for no effect and ±100 for the full control effect
# Target sequence (O94925 whole entry, looked up): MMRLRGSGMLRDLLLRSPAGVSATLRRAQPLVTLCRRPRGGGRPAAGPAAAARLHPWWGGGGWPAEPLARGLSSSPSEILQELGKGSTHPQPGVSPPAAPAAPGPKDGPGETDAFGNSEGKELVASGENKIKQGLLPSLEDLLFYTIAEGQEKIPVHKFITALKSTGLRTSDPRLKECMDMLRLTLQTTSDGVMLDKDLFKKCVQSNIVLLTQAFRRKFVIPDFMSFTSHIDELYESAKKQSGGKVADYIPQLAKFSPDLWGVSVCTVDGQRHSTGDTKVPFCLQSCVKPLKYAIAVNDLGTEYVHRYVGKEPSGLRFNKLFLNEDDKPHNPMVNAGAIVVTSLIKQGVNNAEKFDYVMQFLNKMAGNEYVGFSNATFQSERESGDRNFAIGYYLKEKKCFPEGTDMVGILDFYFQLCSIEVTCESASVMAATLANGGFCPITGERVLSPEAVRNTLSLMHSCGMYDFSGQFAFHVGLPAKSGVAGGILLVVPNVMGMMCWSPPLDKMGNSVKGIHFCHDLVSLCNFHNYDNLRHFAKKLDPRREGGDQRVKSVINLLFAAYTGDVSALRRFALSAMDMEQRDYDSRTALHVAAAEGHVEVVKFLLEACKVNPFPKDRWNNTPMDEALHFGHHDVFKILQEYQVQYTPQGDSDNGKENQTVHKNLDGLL
#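 Two-point fluorescence kinetic (t0, 30 min RT) for hKGA; glutamate detected via glutamate oxidase–HRP–Amplex Red. Substrate: 1 mM L-glutamine solution; buffer 45 mM KH2PO4, pH 8.2.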
# JMJD2A Tudor inh: JMJD2A Tudor domain (human) inhibition; O75164; AlphaScreen JMJD2A-Tudor / H3K4me3 peptide binding; Potency, µM (titrated, usually from 114 µM), inactives show top-dose activity change, negative = inhibition, actives largely listed as inhibitors; hit rate 4.4% among 390,000; AID 504339; also: potency is read from the fitted curve at half-maximal effect; % is scaled to controls: 0 for no effect and ±100 for the full control effect; nearly all actives have a fitted effect of over 50% in size
# Pin1 inhibitor: inhibitors of human Pin1. Q13526. Pin1 FP peptide displacement, HiFluor488, 10 min. Potency, µM (top dose mostly 115 µM), for the others: at the top dose activity, negative = inhibition, actives largely listed as inhibitors. hit rate 0.009% among 390,000. AID 504891; active = well fitted inhibition curve with a large enough effect in the polarisation, with a control signal flat, not every such curve was filed as active; inconclusive = small, poorly fitted or top-dose-only effect, or effect the other way, or a change in a side signal; inactive = no such curve, though single readings can be large or run the other way; the % refers to the polarisation; also: potency is read from the fitted curve at half-maximal effect; % is scaled to controls: 0 for no effect and ±100 for the full control effect
# PI4K2A inh: PI4K2A (human) kinase inhibition | Q9BTU6 | purified PI4K2A, ADP-Glo luminescence, 1 h; stronger effect = lower value | activity change, negative = inhibition, % at 76.9 µM | hit rate 0.13% among 420,000 | AID 1346378; in the data active = activity change below about -50%; inconclusive = mostly about -30% to -49%;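 also: -100% = wells without enzyme as full effect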
#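 PI4K2A activity was measured by ADP-Glo luminescence: enzyme (4 ug/mL stock) and phosphatidylinositol (1.2 mM stock) in Tris pH 7.5/MgCl2/EGTA/Triton X-100 buffer were reacted with ATP (300 microM stock) for one hour at ambient temperature.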
# BAZ2B block: BAZ2B (human) inhibition. Potency, µM (highest dose often 114 µM), for inactives: top-dose activity change, negative = inhibition, most hits filed as inhibitors. hit rate 4.4% among 360,000. AlphaScreen BAZ2B-H3K14Ac peptide displacement. Q9UIF8. AID 504333; also: potency is read from the fitted curve at half-maximal effect; % is scaled to controls: 0 for no effect and ±100 for the full control effect; nearly all actives have a fitted effect of over 60% in size
#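 Compounds, titrated to a top concentration of 110 uM, were incubated 30 min at room temperature with preformed BAZ2B/acetyl-K14 H3 peptide complex (50 nM each). Proximity signal was measured by AlphaScreen after 20 min with beads.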
# Tb PGK inh: T. brucei PGK inhibition; hit rate 0.043% among 380,000; P07378; PGK/GAPDH coupled, Kinase-Glo luminescence, 60 min; AID 602233; Potency, µM (titrated, usually from 57.5 µM), for the others: at the top dose activity change, negative = inhibition, most hits filed as inhibitors; also: potency is read from the fitted curve at half-maximal effect; % is scaled to controls: 0 for no effect and ±100 for the full control effect; nearly all actives have a fitted effect of over 60% in size
# Target sequence (P07378 whole entry, looked up): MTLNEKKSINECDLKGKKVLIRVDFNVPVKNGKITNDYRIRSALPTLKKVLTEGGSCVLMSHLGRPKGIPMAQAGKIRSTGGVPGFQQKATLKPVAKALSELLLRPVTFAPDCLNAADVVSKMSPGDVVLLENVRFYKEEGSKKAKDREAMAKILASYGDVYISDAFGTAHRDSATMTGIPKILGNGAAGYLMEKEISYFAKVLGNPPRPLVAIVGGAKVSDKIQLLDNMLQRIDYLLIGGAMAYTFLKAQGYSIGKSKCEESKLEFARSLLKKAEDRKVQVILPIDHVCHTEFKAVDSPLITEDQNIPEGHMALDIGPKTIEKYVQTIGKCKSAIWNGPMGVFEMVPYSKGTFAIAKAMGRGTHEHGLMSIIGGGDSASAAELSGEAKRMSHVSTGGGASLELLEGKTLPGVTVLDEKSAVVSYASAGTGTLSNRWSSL
#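 Luminescent ATP detection (Kinase-Glo Plus) follows a 60-minute room-temperature incubation, with wells lacking PGK as controls. Buffer: 100 mM TEA (pH 7.6), 5 mM MgCl2, 0.01% Tween-20. Coupling enzyme GAPDH (100 nM final) supplies unstable 1,3-BPG in-well.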
# ERG-DNA inh: inhibitors of human ERG Ets domain-DNA interaction; hit rate 0.028% among 370,000; Potency, µM (top dose mostly 76.9 µM), without a hit: top-dose FP activity, negative = inhibition, most hits filed as inhibitors; P11308; AID 624246; fluorescence polarization, His-ERG Ets domain / labelled DNA; active = well fitted inhibition curve with a large enough effect in the polarisation, with a control signal flat; inconclusive = small, poorly fitted or top-dose-only effect, or effect the other way, or a change in a side signal; inactive = no such curve, though single readings can be large or run the other way; the % refers to the polarisation;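 also: polarization taken with two DNA probes labelled with fluorescein and Texas red; potency is read from the fitted curve at half-maximal effect; % of control where 0% means no effect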
#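 His-tagged ERG Ets domain (1 uM in the protein solution; 300mM KCl, 50mM Tris-HCl, 1mM EDTA, 1mM DTT, pH 7.5) received compound, then a probe mix of 5 nM fluorescein-DNA and 100nM Texas-615-DNA. Fluorescence polarization was read for both dyes.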
# Active calls of the source: *; i = inactive; ? = inconclusive; · = not tested or not shown; & = joins results of further samples; [ ] = dose if it differs, or a comment. Unless noted, calls follow the shape of the dose curve; as a rule, active = well fitted curve in the direction sought with a large enough effect; inconclusive = small, poorly fitted or top-dose-only effect, or another doubt; inactive = no such curve, though single readings can be large; an effect the other way counts as inactive or inconclusive.
# Values run as follows: ERG-DNA inh	JMJD2A Tudor inh	Tb PGK inh	BAZ2B block	PI4K2A inh	Pin1 inhibitor	G9a inh	HP1b binding inh	GLS inh
- CC(C)Cn1cc(NC(=O)N2CCN(c3ccccc3F)CC2)c2ccccc2c1=O
 : -6.8%	-8.1%	-8.7%	3.8%[57.1 µM]	-11.1	-3.8%	-8.5%[59 µM]	14.6%	4.1%
- CCC(=O)N1N=C2CC(C)(C)OCC2C1c1ccccc1 (stereo unspecified)
 : -13.3%	6.3%	-6.4%	-3.0%	-3.7	-5.2%	21.8%[59 µM]	33.2%	6.0%
- CCCNC(=S)NNC(=O)c1cc(C2CC2)nc2ccccc12
 : 5.9%	-17.3%	-9.5%	0.3%	-3.8	-0.1%	·	43.9%[activator]	11.0%
- CSCCNC(=O)c1ccc(OC2CCN(S(=O)(=O)N(C)C)CC2)cc1
 : 7.7%	3.3%	-7.3%	7.0%	-3.7	-7.9%	11.0%	35.6%	-4.5%
- CCOC(=O)C1(CCOc2ccccc2)CCN(Cc2ccc(NC(C)=O)cc2)CC1
 : 8.9%	-11.4%	-2.4%	-4.5%	0.4	-3.4%	8.2%	11.2%	0.0%
- CCc1ccc(-c2cc(C(=O)NN3CCOCC3)c3ccccc3n2)s1
 : -7.8%	1.4%	1.3%	-31.0%	1.8	44.3%[activator]	?	21.8%	-25.5%
- CC(C)(C)NC(=O)COc1coc(CN2CCN(Cc3ccccc3)CC2)cc1=O
 : 6.1%	-5.5%	5.0%	-10.4%	-18.4	2.5%	10.9%	22.7%	4.5%
- COC(=O)C[C@H]1c2ccccc2S(=O)(=O)N1C(C)C
 : -10.1%	-10.7%	-2.3%	·	-2.2	-4.6%	·	42.3%[activator]	-3.6%
- O=C(Nc1ccc(Cl)cn1)C1CCCN1S(=O)(=O)c1ccc(Cl)cc1 (stereo unspecified)
 : -3.4%	-3.1%	9.5%	1.4%	5.3	-2.5%	9.6%[59 µM]	23.8%	3.6%
- O=C(NCc1ccccn1)Nc1cccc(Cl)c1
 : ·	-17.4%	-8.9%	6.5%	-0.7	-1.3%	27.5%[59 µM]	19.1%	-0.2%
- CN1CCc2nc3sc(C(=O)Nc4ccccc4C(F)(F)F)c(N)c3cc2C1
 : -5.1%	?	i	?	-2.3	?	12.6µM*	13.9%	-2.6%
- COc1cc(C(C(=O)NC2CCCC2)N(Cc2ccco2)C(=O)c2snc(C(N)=O)c2N)cc(OC)c1OC (stereo unspecified)
 : 1.5%	-9.4%	0.2%	2.3%	-2.5	3.8%	-7.0%	10.6%	-11.1%
- O=C1c2ccccc2NC(c2ccc(-c3ccccc3F)o2)N1O (stereo unspecified)
 : ·	-22.0%	-3.1%	-30.4%	4.4	37.8%[activator]	1.7%[0.501 µM]	51.5%[activator]	8.9%
- Cc1ncc([N+](=O)[O-])n1Cc1ccccc1F
 : -2.3%	-8.5%	-9.6%	-8.1%	1.6	-4.3%	20.4%	37.0%	-13.4%
- O=C(NCCc1ccc(O)cc1)c1ccc(Cl)cc1
 : -8.5%	8.7%	-2.4%	-1.9%[57.1 µM]	-2.5	-11.9%	16.1%	32.9%	1.4%
- C[C@H]1CCC[C@]2(O[C@H](CCO)C[C@H](O)[C@H]2O)O1
 : -1.7%	-5.0%	0.8%	·	-2.7	2.5%	·	20.5%	2.4%
- COC(=O)CSc1nc2cc3c(cc2cc1C)OCO3
 : -24.1%	7.7%	-6.7%	-4.7%	2.4	20.6%	?	119.6%[activator]	-6.0%
- CCOC(=O)C1CCN(C(=O)c2ccc3c(c2)sc2nc(-c4ccc(C)cc4)cn23)CC1
 : 9.1%	-20.1%	5.8%	-0.1%	1.4	1.2%	-19.2%[59 µM]	34.5%	-5.6%
- CS(=O)(=O)Nc1cccc(C(=O)CC2(O)C(=O)Nc3ccccc32)c1 (stereo unspecified)
 : -1.8%	-5.6%	0.1%	3.7%	6.1	-1.1%	0.0%	41.9%[activator]	7.8%
- C#CCOCCOCCOCCNc1nc(N2CCN(C(=O)[C@H]([C@@H](C)CC)n3cc(CCCN=C(N)N)nn3)CC2)nc(N2CCN(C(=O)[C@H](CCCCN)n3cc(CCC(=O)O)nn3)CC2)n1
 : -1.2%	-14.1%	-2.3%	-36.4%	-10.5	-1.2%	50.1µM*	56.9%[activator]	1.5%
- CN(CC(=O)NCC(=O)Nc1ccc(F)cc1)CC(=O)Nc1ccc(Cl)c(C(F)(F)F)c1
 : -6.1%	-14.3%	-9.7%	·	-2.9	?	·	15.1%	-3.8%
- COc1ccc(C(=O)NCc2ccc3c(c2)OCO3)cc1S(=O)(=O)N1CCCC1
 : 4.8%	-10.1%	i	-11.0%	-7.1	-11.6%	-43.7%[59 µM]	26.1%	-4.5%
- C=Cn1ccnc1CC(O)c1ccc(OC)cc1 (stereo unspecified)
 : 1.4%	-1.4%	-2.9%	·	-1.2	-10.7%	·	14.0%	3.5%
- COc1ccc(CCNc2nc(SCc3ccc(Cl)cc3)nc3ccccc23)cc1OC
 : -0.9%	-13.0%	10.5%	-17.5%	0.1	-4.9%	-1.2%[59 µM]	7.8%	0.0%
- Cc1ccc(C(=O)Nc2ccc(S(=O)(=O)N3CCN(C)CC3)cc2)cc1
 : 9.3%	9.3%	5.6%	5.7%	7.7	-2.2%	0.0%[59 µM]	27.3%	-8.5%
- CCOc1ccc(-n2nc3c(=O)[nH]nc(C)c3c2C)cc1
 : -2.0%	-8.5%	-1.7%	-2.4%	-0.9	-4.0%	18.5%[59 µM]	26.5%[57 µM]	0.2%
- Cc1[nH]c2ccccc2c1N=Nc1ccccc1F
 : -3.9%	44.7µM*	1.1%	39.8µM*	9.6	?	39.8µM*	?	5.2%
- COCCCN(C(=S)Nc1ccc(OC)cc1)C(C)c1ccncc1 (stereo unspecified)
 : 6.9%	-0.7%	-4.9%	3.6%	1.5	11.0%	10.7%	15.0%	0.0%
- Cn1cc(NC(=O)Nc2ccc(C(F)(F)F)cc2)c(C(F)(F)F)n1
 : -0.9%	-8.6%	6.2%	2.1%	-0.9	-4.6%	34.1%	26.5%	9.8%
- COc1ccc(CCNC(=S)Nc2cc(C)ccc2C)cc1
 : -0.2%	-25.9%	-3.4%	-35.1%	2.3	-9.4%	-22.6%	7.3%	10.6%
- CCCn1c(CCC(=O)O)ccc1-c1ccccc1
 : -3.7%	35.5µM*	1.1%	-1.3%	3.2	2.5%	5.3%[59 µM]	?	-0.2%
- O=C1CCC(C(=O)N(c2ccccc2)C2(C(=O)NC3CCCCC3)CCCCC2)N1 (stereo unspecified)
 : -1.5%	-8.4%	3.3%	6.9%	0.6	0.5%	4.8%	42.0%[activator]	6.5%
- O=C(OCc1ccc2c(c1)OCO2)c1ccc(S(=O)(=O)N2CCCC2)cc1
 : 3.8%	-0.4%	4.4%	11.0%	-4.6	1.8%	45.8%[59 µM]	59.5%[activator]	6.5%
- COc1cccc(C(=O)CN(C(=O)c2ccc(Cl)c(Cl)c2)N2C(=O)C3CCCCC3C2=O)c1 (stereo unspecified)
 : -10.5%	-22.2%	-2.5%	-15.5%	1.5	0.3%	1.0%	17.2%	9.9%
- CC(C)c1nnc(NC(=O)Cc2ccc(Br)cc2)s1
 : -6.1%	-12.4%[57.1 µM]	-0.9%	0.4%	2.5	2.5%	-1.8%[59 µM]	?	4.8%
- Cn1c(COc2ccccc2O)[n+](C)c2ccccc21
 : 5.9%	-7.7%	3.9%	2.9%	-0.7	-8.7%	-4.8%	48.0%[activator]	0.0%
- Cc1cc(C)n2nc(N)nc2n1
 : ·	-0.7%	1.6%	·	5.0	-9.1%	·	31.1%[activator]	20.0%
- C=C(C)c1ccccc1
 : 5.5%	-0.7%	10.4%	-2.8%	1.1	-2.2%	3.1%[0.501 µM]	39.0%[activator]	-0.8%
- NC(=O)NOCc1cccc(Cl)c1
 : 25.5%	-35.7%	i	-1.7%	0.6	-2.5%	23.3%[59 µM]	27.6%	-7.7%
- Cc1ccc(NC(=O)C2CC3CCC2C3)c(Br)c1 (stereo unspecified)
 : 2.1%	6.5%	-8.4%	15.1%	0.1	-8.4%	·	37.0%	2.0%
- COc1ccc(NC(=O)C2CCCN(S(=O)(=O)c3c(C)[nH]c(=O)[nH]c3=O)C2)c(OC)c1 (stereo unspecified)
 : -3.0%	5.8%	-2.6%	-2.7%	-5.8	-1.6%	3.8%[59 µM]	34.7%	2.6%
- OCCN(CCO)c1nc(N2CCCCC2)c2nc(N(CCO)CCO)nc(N3CCCCC3)c2n1
 : -8.5%	-24.1%	-1.2%	?	2.1&1.8&-4.9	·	22.4µM*	22.4%	15.7%&-0.5%
- COc1ccc(NC(=S)NC(NC(=O)c2cccc(Cl)c2)C(Cl)(Cl)Cl)c([N+](=O)[O-])c1 (stereo unspecified)
 : 3.7%	22.4µM*	3.4%	?	6.2	?	?	?	3.2%
- CC1(c2ccccc2)NC(=O)N(CC(=O)NNC(=O)c2ccccc2F)C1=O (stereo unspecified)
 : -1.1%	-16.0%	-0.8%	8.4%	-1.8	2.4%	12.1%	-10.8%	6.0%
- N#Cc1cn(CCOc2ccc(F)cc2)c2ccccc12
 : -16.4%	60.9%[activator]	-1.8%	64.2%[activator]	3.9	-3.9%	69.7%[activator][59 µM]	147.4%[activator]	-7.9%
